Screening data: PubChem, several laboratories
NR1D1 modulator = modulates human Rev-erb alpha binding to DNA; Rev-erbα–FITC-DNA binding, fluorescence polarization, 90 min; activity, % at 10 µM; hit rate 0.79% among 370,000; AID 1259318;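 active = activity above about 14%, limit read from the data; passing the limit was not always enough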;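 note: 0% = DMSO wells with 35 nM protein and 100% = DMSO wells with 750 nM protein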
ADAM17 inh = ADAM17 inhibition, QFRET primary screen; P78536; recombinant ADAM17, EDANS/DABCYL FRET peptide cleavage; inhibition, % at 6.95 µM; hit rate 0.83% among 370,000;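 active = inhibition above the mean of compounds lying between control limits plus 3 SD, set per campaign, cut at about 8.5% in these data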;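 note: 0% = DMSO-only wells as the low control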
hcDAF12 agonist = H. contortus DAF-12 activation, primary screen | HEK293 hcDAF-12 lit1-tk-luc reporter, luminescence; 0% DMSO, 100% Δ7-dafachronic acid | activation, % at 6.8 µM | hit rate 1.4% among 370,000;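 active = activation above the mean of all tested compounds plus 3 SD, cut at about 5.5% in these data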;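 note: 100% = response to 3 µM Δ7-dafachronic acid high control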
SMARCA2 act = SMARCA2 function activation, primary screen; MG213 cells, MMTV-luciferase reporter, dexamethasone, overnight; activation, % at 9.1 µM; hit rate 1% among 370,000; in the data active = activation above about 7.8%;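 note: 0% = vehicle wells and 100% = reference activator wells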
hgDAF-12 ag = activates the H. glycines DAF-12 receptor ligand-binding domain | activation, % at 6.8 µM | hit rate 1.8% among 370,000 | AID 687014 | HEK293 GAL4-hgDAF12 UAS-luciferase reporter, agonist luminescence; normalized to butyrate control;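 active = activation above a cutoff set at the mean of all screened compounds plus 3 SD, cut at about 10% in these data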;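 note: 0% = DMSO wells and 100% = sodium butyrate wells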
MBD2 inh = inhibitors of human MBD2 binding to methylated oligonucleotide; TR-FRET; hit rate 0.31% among 370,000; inhibition, % at 4.4 µM; Q9UBB5; in the data active = inhibition above about 13%
PLC-gamma1 inh = PLC-gamma1 (human) inhibition, primary screen; P19174; purified PLC-gamma1, fluorogenic substrate, fluorescence; inhibition, % at 12.2 µM; hit rate 0.84% among 370,000; AID 720700; in the data active = inhibition above about 9.5%
ssDAF12 agonist = activators of S. stercoralis DAF-12 nuclear receptor; hit rate 1% among 370,000; HEK293 ssDAF-12/GRIP1 lit1-tk-luc reporter, luminescence; % of 3 µM dafachronic acid response; activation, % at 6.8 µM;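 active = activation above the mean over all tested compounds plus 3 SD, cut at about 0.9% in these data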;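 note: 0% = DMSO-only wells and 100% = 3 µM delta7-dafachronic acid wells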
DAX1 inh-1 = DAX1 (NR0B1) inhibition, primary screen | HEK293T StAR-luciferase reporter, SF-1/DAX-1 repression relief | inhibition, % at 6.8 µM | hit rate 1.1% among 370,000 | AID 652010;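 active = inhibition above the mean over all tested compounds plus 3 SD, cut at about 3.6% in these data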;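 note: 0% = DAX-1 cells with DMSO and 100% = cells lacking DAX-1 with DMSO; higher inhibition means more luminescence from relief of DAX-1 repression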
DAX1 inh-2 = NR0B1 (DAX1) inhibition; hit rate 0.99% among 340,000; inhibition, % at 6.75 µM; AID 504766; P51843; HEK293 Gal4-DAX1 luciferase reporter, luminescence;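 active = inhibition above the mean over all tested compounds plus 3 SD, cut at about 4.2% in these data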;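 note: 0% = DAX1-transfected cells with DMSO and 100% = empty-vector control cells with DMSO; inhibition shows as a rise in luminescence from relieved DAX1 repression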
PLCb3 inh = blocks human PLC-beta3 enzyme activity | inhibition, % at 12.2 µM | Purified PLC-beta3, fluorogenic substrate, fluorescence | hit rate 0.18% among 370,000 | Q01970 | AID 720704; in the data active = inhibition above about 11%;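 note: 0% = median of compound wells on plate and 100% = full blocker control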
Target sequence (Q01970 whole entry, looked up): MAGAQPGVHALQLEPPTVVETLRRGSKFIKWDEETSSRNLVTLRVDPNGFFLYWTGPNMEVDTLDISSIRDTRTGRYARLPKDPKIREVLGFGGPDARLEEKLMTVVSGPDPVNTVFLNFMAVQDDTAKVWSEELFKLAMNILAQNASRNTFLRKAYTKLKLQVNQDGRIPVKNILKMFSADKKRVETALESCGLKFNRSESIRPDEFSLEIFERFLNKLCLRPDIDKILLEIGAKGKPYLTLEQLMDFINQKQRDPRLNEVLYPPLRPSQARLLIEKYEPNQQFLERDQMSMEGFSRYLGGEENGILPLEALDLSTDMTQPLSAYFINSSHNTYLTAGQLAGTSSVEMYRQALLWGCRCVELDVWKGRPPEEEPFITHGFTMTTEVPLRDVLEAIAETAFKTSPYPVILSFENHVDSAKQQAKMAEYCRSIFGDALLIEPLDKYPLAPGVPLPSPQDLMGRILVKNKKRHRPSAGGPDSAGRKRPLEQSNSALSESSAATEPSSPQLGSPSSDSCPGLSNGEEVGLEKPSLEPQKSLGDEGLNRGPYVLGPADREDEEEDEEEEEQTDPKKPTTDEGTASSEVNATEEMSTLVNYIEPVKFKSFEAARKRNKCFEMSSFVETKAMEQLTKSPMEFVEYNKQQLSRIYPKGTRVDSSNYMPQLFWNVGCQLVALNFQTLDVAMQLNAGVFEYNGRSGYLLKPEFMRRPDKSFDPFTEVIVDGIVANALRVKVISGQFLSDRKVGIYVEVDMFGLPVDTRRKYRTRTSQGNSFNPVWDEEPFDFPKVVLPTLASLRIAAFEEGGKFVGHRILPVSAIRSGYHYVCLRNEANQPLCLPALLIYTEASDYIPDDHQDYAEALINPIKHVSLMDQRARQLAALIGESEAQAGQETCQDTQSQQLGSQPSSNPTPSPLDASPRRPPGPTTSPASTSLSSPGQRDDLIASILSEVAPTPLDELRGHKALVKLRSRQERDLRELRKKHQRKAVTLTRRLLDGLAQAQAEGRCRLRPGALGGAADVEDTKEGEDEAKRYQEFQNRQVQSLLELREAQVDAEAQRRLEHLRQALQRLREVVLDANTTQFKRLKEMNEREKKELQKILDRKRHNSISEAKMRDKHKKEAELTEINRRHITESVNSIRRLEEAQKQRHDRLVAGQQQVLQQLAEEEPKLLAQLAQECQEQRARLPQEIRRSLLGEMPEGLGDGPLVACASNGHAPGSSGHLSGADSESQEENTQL
* = called active by the depositor; x = not tested or not shown. Rows are unselected. About 7.4% of those tested had a hit in this group.

Short keys – A = NR1D1 modulator; B = ADAM17 inh; C = hcDAF12 agonist; D = SMARCA2 act; E = hgDAF-12 ag; F = MBD2 inh; G = PLC-gamma1 inh; H = ssDAF12 agonist; I = DAX1 inh-1; J = DAX1 inh-2; K = PLCb3 inh
canonical_smiles: COc1ccc(N2C(=O)CC(Sc3ccccc3C(=O)O)C2=O)c([N+](=O)[O-])c1 (stereo not drawn)
  A = -2; B = -2; C = -1.5; D = -3; E = 2.7; F = -3; G = 5; H = -0.9; I = -0.5; J = -0.3; K = -6
canonical_smiles: COc1cccc(-c2ccc3ncnc(NCc4ccc5c(c4)OCO5)c3c2)c1
  A = 0; B = 11*; C = -1.1; D = -3; E = 1.5; F = -3; G = 11*; H = -1.1; I = -0.2; J = 0.7; K = 12*
canonical_smiles: COc1cccc(NC(=O)CN(C)C(=O)c2ccccc2OCc2c(C)noc2C)c1
  A = -5; B = -8; C = -1.1; D = 0; E = 3.0; F = 6; G = 5; H = -0.9; I = -0.5; J = -0.7; K = 0
canonical_smiles: CN(C)c1cccc(NC(=O)C2(C)Cc3c(-c4cccnc4)ccnc3O2)c1 (stereo not drawn)
  A = 10; B = -4; C = -1.5; D = -3; E = 0.9; F = -1; G = 0; H = -1.4; I = 0.1; J = x; K = 2
canonical_smiles: Cn1c(=O)c2sccc2n2c(CCCC(=O)NC3CCN(Cc4ccccc4)CC3)nnc12
  A = 0; B = -5; C = -1.7; D = 1; E = -0.3; F = -1; G = -1; H = -0.7; I = -2.3; J = -0.8; K = -10
canonical_smiles: COc1ccc2ccc3ccc(OC)c(OC(C)=O)c3c2c1
  A = -2; B = -12; C = -2.5; D = 0; E = 0.9; F = 1; G = -4; H = -1.6; I = -1.3; J = 1.5; K = -3
canonical_smiles: COc1ccc(CCNS(=O)(=O)c2ccc3c(c2)CC(C)N3C(=O)C2CC2)cc1OC (stereo not drawn)
  A = 3; B = -5; C = -0.5; D = 0; E = -2.3; F = 3; G = -2; H = -0.9; I = -1.0; J = 2.4; K = 0
canonical_smiles: COCc1nc(-c2cc(OC)c(OC)c(OC)c2)no1
  A = 5; B = -3; C = -1.3; D = -2; E = -0.7; F = 1; G = -4; H = -0.1; I = -0.5; J = 0.3; K = -3
canonical_smiles: CCCOc1ccc(Cn2cnc3ccccc32)cc1
  A = -4; B = -2; C = -2.4; D = -7; E = -6.7; F = 3; G = 7; H = -1.8; I = -2.7; J = -2.0; K = 4
canonical_smiles: c1ccc(CCc2ccccn2)cc1
  A = 4; B = -5; C = 0.1; D = -5; E = -0.6; F = 5; G = 1; H = -1.1; I = 1.2; J = -1.0; K = -8
canonical_smiles: Cc1snc(SCC(=O)N/N=C(\N)COc2ccc(F)cc2)c1C#N
  A = 1; B = -3; C = -0.5; D = -3; E = 0.7; F = 5; G = 0; H = -1.8; I = -0.2; J = 1.1; K = -1
canonical_smiles: Cc1c(CCO)c(=O)oc2n[nH]c(-c3ccccc3)c12
  A = -2; B = 4; C = -2.1; D = 0; E = -2.7; F = -4; G = 2; H = -1.6; I = -0.2; J = -0.1; K = 0
canonical_smiles: CCOc1ccc(N2C(=O)CC(N3CC(C)OC(C)C3)C2=O)cc1 (stereo not drawn)
  A = -2; B = -3; C = 0.2; D = -3; E = -0.5; F = -2; G = 1; H = -0.9; I = -0.3; J = 1.6; K = -2
canonical_smiles: O=C(OCCOc1ccccc1)c1cccc(S(=O)(=O)N2CCOCC2)c1
  A = 5; B = 0; C = -2.5; D = 4; E = 2.4; F = -2; G = 3; H = -1.1; I = 0.1; J = 0.8; K = -3
canonical_smiles: COc1cc(N2CN=c3s/c(=C\c4ccccn4)c(=O)n3C2)cc(OC)c1OC
  A = 6; B = 1; C = -0.3; D = -3; E = 1.4; F = -3; G = -5; H = -0.9; I = 0.8; J = 0.5; K = -5
canonical_smiles: CCC(=NNS(=O)(=O)c1ccc(C)cc1)c1ccc(OC)c(C)c1
  A = -6; B = 1; C = 1.3; D = -2; E = 7.5; F = -1; G = 0; H = -1.4; I = 0.9; J = 1.0; K = 2
canonical_smiles: CCOC(=O)c1c(C)oc(NC(=O)COc2ccc(Cl)cc2C)c1C#N
  A = 3; B = -1; C = 0.6; D = -1; E = 0.2; F = 3; G = -4; H = -0.8; I = 0.2; J = -0.1; K = -8
canonical_smiles: CCOC(=O)c1ccc(-n2ccnc2)c(NC(=O)c2ccc(C(C)(C)C)cc2)c1
  A = -1; B = 2; C = -1.6; D = -4; E = -1.0; F = 0; G = 6; H = -1.4; I = -0.1; J = 0.2; K = 3
canonical_smiles: O=C(O)[C@H](Cc1ccccc1)N1C(=O)c2c(Cl)c(Cl)c(Cl)c(Cl)c2C1=O
  A = -2; B = -1; C = -0.3; D = 2; E = 0.4; F = 12; G = -2; H = -0.7; I = 0.9; J = 0.1; K = -11
canonical_smiles: Cc1cc(OC(=O)c2ccccc2)n(CCC#N)n1
  A = 5; B = -5; C = -1.8; D = 0; E = -4.3; F = 0; G = 2; H = -1.2; I = -1.0; J = -0.6; K = 3

A stretch from further up:
Short keys – A = NR1D1 modulator; B = ADAM17 inh; C = hcDAF12 agonist; D = SMARCA2 act; E = hgDAF-12 ag; F = MBD2 inh; G = PLC-gamma1 inh; H = ssDAF12 agonist; I = DAX1 inh-1; J = DAX1 inh-2; K = PLCb3 inh
canonical_smiles: COc1ccc(N2C(=O)CC(Sc3ccccc3C(=O)O)C2=O)c([N+](=O)[O-])c1 (stereo not drawn)
  A = -2; B = -2; C = -1.5; D = -3; E = 2.7; F = -3; G = 5; H = -0.9; I = -0.5; J = -0.3; K = -6
canonical_smiles: COc1cccc(-c2ccc3ncnc(NCc4ccc5c(c4)OCO5)c3c2)c1
  A = 0; B = 11*; C = -1.1; D = -3; E = 1.5; F = -3; G = 11*; H = -1.1; I = -0.2; J = 0.7; K = 12*
canonical_smiles: COc1cccc(NC(=O)CN(C)C(=O)c2ccccc2OCc2c(C)noc2C)c1
  A = -5; B = -8; C = -1.1; D = 0; E = 3.0; F = 6; G = 5; H = -0.9; I = -0.5; J = -0.7; K = 0

4 entries already listed, arranged by their value in ssDAF12 agonist, largest number first:
| SMILES | ssDAF12 agonist |
| --- | --- |
| CCOC(=O)c1c(C)oc(NC(=O)COc2ccc(Cl)cc2C)c1C#N | -0.8 |
| CCOC(=O)c1ccc(-n2ccnc2)c(NC(=O)c2ccc(C(C)(C)C)cc2)c1 | -1.4 |
| Cc1c(CCO)c(=O)oc2n[nH]c(-c3ccccc3)c12 | -1.6 |
| CCCOc1ccc(Cn2cnc3ccccc32)cc1 | -1.8 |

Results in hgDAF-12 ag, for two of the compounds above:
SMILES,hgDAF-12 ag
COCc1nc(-c2cc(OC)c(OC)c(OC)c2)no1,-0.7
Cc1c(CCO)c(=O)oc2n[nH]c(-c3ccccc3)c12,-2.7
